High-throughput results as filed in PubChem.
GRP78 ERSR act – inducers of ER stress response in human glioma cells. U87-MG GRP78 promoter luciferase reporter, 16 h. Potency, µM, for inactives: top-dose activation, hits mostly activators. 0.02% of 420,000 active. AID 602332; further: potency means the concentration at half of the fitted maximal effect; series mostly up to about 76 µM; % of control where 0% means no effect; nearly all actives have a fitted effect of over 35% in size
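Stably transfected U87-MG human glioma cells carrying a GRP78-based luminescent sensor were seeded at 1000 cells/well, pin-dosed with compounds and incubated 16 h. Luciferase reagent was then added, and end-point luminescence was read after 10 min at room temperature.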
12-LOX inh – ALOX12 (human) lipoxygenase inhibition; Potency, µM (highest dose often 108 µM), inactives show at the highest dose activity change, negative = inhibition, most hits filed as inhibitors; AID 1671190; P18054; purified 12hLO, xylenol orange hydroperoxide absorbance; 1.1% of 580,000 active; further: potency means the concentration at half of the fitted maximal effect; on the % scale 0 is the no-effect control and ±100 the full control effect
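Purified human 12hLO at 150 nM in 25 mM Hepes, 0.01% Triton X-100, pH 7.0, preincubated 15 min at room temperature with compound. Reaction started with 40 uM arachidonic acid, 30 min at room temperature. Hydroperoxide measured by Fe-xylenol orange, 573/405 nm absorbance ratio.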
D2 agonist – D2 dopamine receptor (human) agonism; P14416; activation, % at 2 µM; HEK293 T-REx D2 cells, calcium flux agonist mode; 0.53% of 340,000 active; AID 485358;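 active means activation over 3 SD above normal in the single-dose calcium agonist read, cut at about 30% in these data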; further: 0% is about no effect
Target sequence (P14416 whole entry, looked up): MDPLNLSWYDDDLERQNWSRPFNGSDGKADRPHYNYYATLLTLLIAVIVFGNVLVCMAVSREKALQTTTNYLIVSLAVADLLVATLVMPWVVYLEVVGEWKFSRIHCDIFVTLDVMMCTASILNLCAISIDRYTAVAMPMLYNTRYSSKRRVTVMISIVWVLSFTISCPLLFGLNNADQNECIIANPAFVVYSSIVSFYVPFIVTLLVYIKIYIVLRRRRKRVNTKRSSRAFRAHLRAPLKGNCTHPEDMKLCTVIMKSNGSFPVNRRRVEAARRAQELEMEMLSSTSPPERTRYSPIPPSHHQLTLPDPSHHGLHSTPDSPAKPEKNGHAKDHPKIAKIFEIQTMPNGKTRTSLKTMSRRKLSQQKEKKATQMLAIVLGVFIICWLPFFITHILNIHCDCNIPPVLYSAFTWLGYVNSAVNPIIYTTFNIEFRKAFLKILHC
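Tetracycline-induced HEK293 Trex cells with D2 receptor force-coupled to calcium signaling, plated overnight at 30 C and loaded with no-wash calcium dye. Calcium flux read kinetically for 180 s after compound addition; responses flag agonists.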
LDHA inh – inhibitors of human lactate dehydrogenase A; 0.15% of 480,000 active; purified LDHA, NADH/diaphorase-resazurin fluorescence; hits give low values; activity change, % (values are at about 110 or 230 µM); P00338; in the data active means activity change below about -30%; inconclusive means mostly about -25% to -30%;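 further: plate controls were DMSO wells for no effect and wells without enzyme for full effect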
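Enzyme activity of human lactate dehydrogenase 5 (2 nM; 0.06 mM NADH, 0.2 mM pyruvate, 5 min, RT) is measured via a resazurin/diaphorase fluorescence readout of residual NADH.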
D2 antag – antagonists of human D2 dopamine receptor; inhibition, % at 10 µM; HEK293 TREx D2 cells, calcium flux, dopamine EC80; AID 485344; P14416; 2% of 340,000 active; in the data active means inhibition above about 30%; further: 0% is about no effect
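HEK293 T-REx D2 cells, tet-induced, calcium dye no-wash. Cpd pintool add, 180 s kinetic, then EC80 DA, 180 s kinetic. Ca flux read.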
ERG Ets-DNA blk – blocks human ERG Ets domain binding to DNA. P11308. fluorescence polarization, His-ERG Ets domain / labelled DNA. Potency, µM (top dose mostly 76.9 µM), without a hit: at the top dose FP activity, negative = inhibition, usual class: inhibitors. 0.028% of 370,000 active. AID 624246; active means well fitted inhibition curve with a large enough effect in the polarisation, with a control signal flat; inconclusive means small, poorly fitted or top-dose-only effect, or effect the other way, or a change in a side signal; inactive means no such curve, though single readings can be large or run the other way; the % refers to the polarisation;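 further: polarization taken with two DNA probes labelled with fluorescein and Texas red; potency means the concentration at half of the fitted maximal effect; % of control where 0% means no effect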
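His-tagged ERG Ets domain (1 uM in the protein solution; 300mM KCl, 50mM Tris-HCl, 1mM EDTA, 1mM DTT, pH 7.5) received compound, then a probe mix of 5 nM fluorescein-DNA and 100nM Texas-615-DNA. Fluorescence polarization was read for both dyes.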
RGS4 inh – inhibitors of human regulator of G protein signaling 4. Potency, µM (doses to about 114 µM), without a hit: at the top dose activity change, negative = inhibition, most hits filed as inhibitors. Transcreener GDP fluorescence polarization, RGS4-accelerated GTP hydrolysis. 0.039% of 390,000 active. P49798; further: potency means the concentration at half of the fitted maximal effect; on the % scale 0 is the no-effect control and ±100 the full control effect; nearly all actives have a fitted effect of over 75% in size; some results filed as inactive show a strong effect at the top dose
Target sequence (P49798 whole entry, looked up): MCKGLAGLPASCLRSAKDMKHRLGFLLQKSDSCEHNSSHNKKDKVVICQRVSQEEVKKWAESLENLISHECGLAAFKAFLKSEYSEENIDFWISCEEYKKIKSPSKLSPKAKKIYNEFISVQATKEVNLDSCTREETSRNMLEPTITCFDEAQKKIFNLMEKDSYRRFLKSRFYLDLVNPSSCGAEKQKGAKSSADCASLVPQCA
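MLSMR compounds (23 nl, pin-transferred) preincubated 10 min at room temperature with a 500nM (2x) first reagent, then RGS4 at 900nM (2x) plus Transcreener GDP mix added; fluorescence polarization (620/688 nm) read before and after 90 min at 30 °C.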
Vif-APOBEC3F blk – blocks the Vif interaction with APOBEC3F; HeLa A3F-eYFP + Vif (tagged APOBEC3F with the HIV-1 protein that degrades it), YFP fluorescence increase; Potency, µM (series often up to 46.1 µM), for the others: top-dose activity, negative = active; 0.2% of 390,000 active; further: potency means the concentration at half of the fitted maximal effect; % of control where 0% means no effect; nearly all actives have a fitted effect of over 65% in size
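Fluorescence increase (Ex 488/Em 500-530) after overnight compound treatment at 37 deg C flags inhibition of Vif-driven A3F-eYFP loss in stable HeLa A3F-eYFP/Vif cells seeded overnight beforehand.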
Vif-APOBEC3G blk – inhibitors of Vif-APOBEC3G interaction | Q9HC16 | HeLa A3G-eYFP + Vif (tagged APOBEC3G with the HIV-1 protein that degrades it), YFP fluorescence, overnight | Potency, µM (doses to about 46.1 µM), inactives show at the highest dose activity, negative = active, most hits filed as inhibitors | 0.076% of 410,000 active;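 further: potency means the concentration at half of the fitted maximal effect; on the % scale 0 is the no-effect control and ±100 the full control effect; nearly all actives have a fitted effect of over 60% in size; hits raise eYFP signal because A3G escapes Vif-driven loss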
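HeLa cells stably expressing Vif and C-terminally eYFP-tagged A3G, seeded overnight at 37 deg C, then exposed to compound by pintool overnight at 37 deg C. Rise in yellow fluorescence (Ex 488/Em 500-530, Acumen) marks blocked Vif-driven A3G degradation.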
Numbers without * were called inactive; ? = inconclusive; · = no result given; & = joins results of further samples. Unless noted, the call rests on the fitted dose curve; in most records, active means well fitted curve in the direction sought with a large enough effect; inconclusive means small, poorly fitted or top-dose-only effect, or another doubt; inactive means no such curve, though single readings can be large; an effect the other way counts as inactive or inconclusive.

SMILES | GRP78 ERSR act | 12-LOX inh | D2 agonist | LDHA inh | D2 antag | ERG Ets-DNA blk | RGS4 inh | Vif-APOBEC3F blk | Vif-APOBEC3G blk
CCOc1ccccc1N1CCN(C(=O)NC(C)c2ccc(F)c(F)c2)CC1 (stereo not given) | -4.2% | -3.7% | -1.7 | 4.3 | 4.1 | -0.3% | 1.2% | -3.0% | 0.1%
O=C(NCc1ccc2c(c1)OCO2)c1cc(-c2cc(Cl)ccc2O)n[nH]1 | 6.4% | -14.9% | 0.0 | 0.4 | -38.8 | -13.3% | -6.5% | -14.5% | 6.6%
O=C(Nc1cc(C(F)(F)F)ccc1Cl)c1nc2ccccc2nc1N1CCCCC1 | 2.0% | -17.3% | -0.2 | -6.3 | · | -1.3% | 0.5% | 2.1% | -4.6%
O=C(CSc1ccccc1F)NC1CCS(=O)(=O)C1 (stereo not given) | 1.3% | 16.1% | 4.1 | -2.8 | -10.0 | -5.2% | -16.5% | -12.8% | -1.3%
Cc1ccc(O)c(C(CC(=O)N2CCCC2)c2ccccc2)c1 (stereo not given) | -4.5% | · | 1.6 | -1.8 | -9.5 | · | -23.0% | -18.7% | -0.5%
O=C(CN1CCC(n2nnc3cc(F)ccc32)CC1)NCc1ccco1 | 0.1% | 0.0% | 0.6 | 4.7 | -18.4 | -4.5% | 19.7% | -0.3% | 4.6%
CCCNc1nc2ccccc2c(=O)[nH]1 | -2.6% | -6.0% | -0.1 | -9.1 | -2.0 | 2.0% | 9.9% | 2.7% | -7.8%
COc1ccc(CCNC(=O)C23CCC(C)(C(=O)C2=O)C3(C)C)cc1OC (stereo not given) | -3.9% | 18.2% | -0.3 | -19.1 | -12.1 | -5.4% | 35.9% | -9.1% | 0.1%
CCOC(=O)c1c(NC(=O)C(=O)N/N=C/c2ccc(O)c(OC)c2)sc2c1CCCCC2 | -2.1% | 2.2% | · | -3.3 | · | -5.0% | -16.6% | -11.4% | 4.7%
Brc1ccc(-c2csc(N/N=C/c3ccco3)n2)cc1 | 1.5% | -25.9% | 0.4 | -15.3 | 5.3 | -5.9% | -0.2% | -0.8% | 4.0%
Cc1cc(C)n(-c2nc(SCCN(C)C)c3c4c(sc3n2)CCCC4)n1 | 0.4% | -26.0% | 0.5 | -2.5 | 3.0 | -4.5% | 2.1% | -10.3% | -6.3%
COc1ccc(S(=O)(=O)Nc2cccc3c2O[C@@H](CN(C)Cc2ccc(C(=O)O)cc2)[C@@H](C)CN([C@H](C)CO)C3=O)cc1 | -2.8% | -3.5% | · | -2.5 | · | -4.8% | 19.5% | -0.9% | -0.9%
COc1ccc(S(=O)(=O)N2CCCCCC2)cc1C(=O)Nc1cccc(C)n1 | -4.8% | 188.2% | · | -7.4 | · | 4.4% | -7.9% | -16.7% | -2.6%
CC(C)CC(NC(=O)C1CCC(=O)N1)C(=O)NC(CC(C)C)C(=O)N1CCCC1C(N)=O (stereo not given) | -3.7% | -6.3% | -1.8 | -1.7 | -3.0 | ? | 19.9% | -16.5% | 1.0%
COC(=O)c1ccc(NC(=O)C(=O)NCCc2csc(-c3ccc(C(F)(F)F)cc3)n2)cc1 | -2.6% | -18.9% | 1.3 | -3.7 | · | -2.8% | 18.7% | -5.2% | -4.8%
COc1ccc2c(COC(=O)[C@H](C)NS(=O)(=O)c3ccccc3F)cc(=O)oc2c1 | -2.5% | ? | · | -10.2 | · | -3.6% | 13.3% | -5.5% | 1.2%
CC(=O)N(c1cccc(Br)c1)c1nc(C)cc(C)c1C#N | 7.5% | -1.4% | 0.5 | -4.2 | -6.3 | 4.3% | -22.3% | 8.4% | -0.2%
COc1cc(N)ccc1NC(=O)c1cc2ccccc2o1 | -3.2% | -8.4% | 0.7 | -9.7 | -4.8 | 11.7% | -19.2% | 7.7% | -8.7%
COc1cccc(C2C3=C(CC(C)(C)CC3=O)Nc3cc(OC)c(OC)cc32)c1 (stereo not given) | -3.5% | -0.7%&-21.2% | -0.4 | 2.0&-9.7 | -1.7 | 1.8% | -1.3% | 0.2% | 7.5%
CCOC(=O)CSC1=NC(=O)CS1 | 0.2% | 0.0% | 2.0 | -9.9 | 6.6 | 8.0% | -1.1% | -15.3% | -5.4%
O=C(c1cnn2c(C(F)F)cc(-c3ccccc3)nc12)N1CCCc2ccccc21 | -2.1% | 20.3% | -0.8 | -3.0 | -16.7 | -4.4% | 11.4% | -10.4% | 0.9%
COc1ccc(NC(=O)CS(=O)(=O)c2ccc(F)cc2)cc1 | 4.1% | 0.0% | · | -11.1 | · | 4.8% | -28.4% | 1.8% | 1.1%
Oc1ccc(-c2[nH]nc(-c3ccccc3)c2-c2nc3ccccc3[nH]2)cc1 | -1.7% | -1.9% | -0.6 | -0.3 | 5.7 | -5.1% | 17.3% | 1.2% | -0.8%

Four entries from above, with two lines to a compound.
The line under a structure holds: GRP78 ERSR act, 12-LOX inh, D2 agonist, LDHA inh, D2 antag, ERG Ets-DNA blk, RGS4 inh, Vif-APOBEC3F blk, Vif-APOBEC3G blk
COC(=O)c1ccc(NC(=O)C(=O)NCCc2csc(-c3ccc(C(F)(F)F)cc3)n2)cc1
 : -2.6%, -18.9%, 1.3, -3.7, ·, -2.8%, 18.7%, -5.2%, -4.8%
CCOC(=O)c1c(NC(=O)C(=O)N/N=C/c2ccc(O)c(OC)c2)sc2c1CCCCC2
 : -2.1%, 2.2%, ·, -3.3, ·, -5.0%, -16.6%, -11.4%, 4.7%
CCCNc1nc2ccccc2c(=O)[nH]1
 : -2.6%, -6.0%, -0.1, -9.1, -2.0, 2.0%, 9.9%, 2.7%, -7.8%
COc1ccc(CCNC(=O)C23CCC(C)(C(=O)C2=O)C3(C)C)cc1OC (stereo not given)
 : -3.9%, 18.2%, -0.3, -19.1, -12.1, -5.4%, 35.9%, -9.1%, 0.1%

An excerpt; rates above refer to the full screens.
